Cneo AK release – causes C. neoformans cell lysis. 360,000 compounds, 0.2% hits. adenylate kinase release luminescence, 4 h; normalised: neutral wells 0, clomiphene wells 100. lysis activity, % at 15 µM. AID 651654;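 active means mean lysis activity across replicates of at least 80%, whatever share of replicates individually reach that level; inactive means mean lysis activity below 80%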
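Material – log-phase Cryptococcus neoformans yeast cells · Input – 5 × 10^6 yeast cells/mL · Medium – fresh YPD growth medium · Doses – single compound concentration per well · Timing – static 4 h at 37 °C with compound, 1 h detection · Detection – adenylate kinase release luminescence · Read-out – signal increase indicating cell lysis · Control set – Clomiphene as positive lysis control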
PglD inh – blocks C. jejuni PglD acetyltransferase activity. purified PglD enzyme, DTNB colorimetric CoA detection. inhibition, % at 12.5 µM. 360,000 compounds, 0.098% hits; in the data active means inhibition above about 16%, passing the limit was not always enough; further: strong numbers were not always called active
PAX8 inh HTS – PAX8 transcriptional activity inhibition; RMG-I TPO-luciferase reporter, SteadyGlo, 24 h; inhibition, % at 12.6 µM; 360,000 compounds, 1.2% hits; AID 652154;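 active means mean replicate inhibition at least 60% with every replicate also reaching 60%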;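 further: luciferase light reporting Pax8 driven TPO promoter activity; plate controls were median of neutral control wells for no effect and mitoxantrone controls for full effect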
C2C12 statin – protects C2C12 myotubes from simvastatin toxicity; ATP luminescence, 48 h; scaled: DMSO 0, geranylgeraniol control 100; rescue of ATP level, % at 7.49 µM; 330,000 compounds, 0.78% hits; AID 602340;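 active means mean ATP rescue above about 67%, or every replicate alone reaching that limit, limit read from the data, passing the limit was not always enough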;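 further: myotubes were challenged with 10 µM simvastatin during compound exposure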
INS-1E GSIS act – primary screen for activators of insulin secretion dependent on glucose, INS-1E cells, GLuc reporter luminescence; INS-1E GLuc reporter insulin secretion, 2-3 h; activation, % at 16.6 µM; 370,000 compounds, 0.61% hits;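 active means lowest replicate activation of at least 40%, so every replicate reaches that level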;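 further: 0% = median of neutral control wells and 100% = median of IBMX positive control wells; some compounds called inactive have numbers as strong as hits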
ARNT-TACC3 inh – disruptors of human ARNT/TACC3 interaction | Q9Y6A5 | AlphaScreen His-ARNT PAS-B/GST-TACC3 binding, luminescence; TACC3 fragment carries E629A point mutation | inhibition, % at 9.99 µM | 390,000 compounds, 0.66% hits | AID 623870;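 active means mean inhibition of replicates at least 50% and at least half of replicates each reaching 50%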;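 further: 0% = complete ARNT plus TACC3 wells and 100% = ARNT alone without TACC3; many hits fall short of the cut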
PGC1a acetyl inh – lowers PGC1a acetylation signal in U2OS cells; AlphaScreen anti-acetyl-lysine; with virally co-expressed GCN5 acetyltransferase; inhibition, % at 15.6 µM; 350,000 compounds, 0.17% hits;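 active means every replicate shows inhibition of at least 40%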;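 further: 0% = neutral control wells and 100% = positive control wells; some results beyond the cut were filed as inactive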
LGR2 inh – blocks bursicon-induced cAMP signaling via Drosophila LGR2. 380,000 compounds, 0.35% hits. HEK293 LGR2, CRE-luciferase, bursicon-stimulated, 4 h. inhibition, % at 9.99 µM;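 active means drop in luminescence signal, shown as inhibition above about 50% in the replicate tests, limit read from the data, passing the limit was not always enough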;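 further: agonist challenge used bursicon conditioned medium at about half maximal strength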
The depositor's hits bear a star; . = not tested or not shown; & = joins results of further samples. Outcome played no part in choosing rows. Share with any hit: about 2.9%.

Each structure is followed by: Cneo AK release	PglD inh	PAX8 inh HTS	C2C12 statin	INS-1E GSIS act	ARNT-TACC3 inh	PGC1a acetyl inh	LGR2 inh
> C[C@@H]1CN([C@H](C)CO)S(=O)(=O)c2ccc(-c3cncnc3)cc2O[C@@H]1CN(C)C(=O)c1cccc(F)c1
  4	1	-2	-10	7	-3	-14	-10
> CC(O)C1C(=O)OC2(C)CC(C)(C)NC(=S)N12 (configuration not stated)
  -1	3	-19	.	34	-2	.	.
> COC(=O)c1ccccc1NC(=S)N(Cc1ccc2c(c1)OCO2)Cc1cc2ccc(C)cc2[nH]c1=O
  .	.	30	7	-28	-10	.	8
> COc1ccc(C(CC(=O)N2CCOCC2)c2c(O)cc(OC)cc2OC)cc1 (configuration not stated)
  -1	0	0	3	7	3	.	-8
> O=C(NCC1CCCCC1)C1(CC2CC(c3ccc(Cl)cc3)=NO2)CCNCC1 (configuration not stated)
  -1	2	1	-41	.	0	-16	-3
> O=C(Cc1cccs1)NCCc1csc(-c2ccccc2)n1
  .	.	5	.	5	4	6	9
> CCC(=O)N(Cc1cc(=O)[nH]c2ccccc12)c1ccccc1C
  1	-191	27	.	-11	16	-8	15
> C[C@@H]1CCCCO[C@@H](CN(C)C(=O)Nc2ccc(F)cc2)[C@H](C)CN([C@H](C)CO)C(=O)c2cc(NS(C)(=O)=O)ccc2O1
  1	-2	16	.	-11	-13	-6	-7
> CCN(C(=O)C(C)Sc1nnc(-c2ccncc2)n1C)C1CCCCC1 (configuration not stated)
  0	5	2	-4	.	-2	3	.
> CCn1c(SCC(=O)N/N=C\c2ccccc2OCC(=O)O)nnc1-c1ccc(Cl)cc1
  1	-5	4	-3	-1	-16	7	3
> Oc1ccccc1/C=N/n1c(-c2ccccc2)n[nH]c1=S
  -3	3	2	-3	-4	-2	-15	1
> C(=N\Nc1nn[nH]n1)/c1ccccc1
  1	-2	.	-10	3	8	1	-11
> COc1cc2c(cc1OC)-c1cc(Nc3ccccc3Br)nc(=O)n1CC2
  -1	-1	23	18	73*	22	-3	-39
> O=C(NS(=O)(=O)Oc1ccc(F)c(Cl)c1)OC[C@@H]1CCCN2CCCCC12 (some centres not stated)
  .	.	-4	.	1	-8	1	4
> CC(CNC(=O)[C@@H](Cc1ccccc1)NC(=O)CC[C@H]1O[C@@H](n2ccc(=O)[nH]c2=O)[C@H](O)[C@@H]1O)c1ccccc1 (some centres not stated)
  0	5	-6	3	-1	.	3	2
> O=C(c1cc(-c2ccccn2)nc2ccccc12)N1CCN(c2ncccn2)CC1
  .	.	5	.	-11	3	.	-21
> CO[C@@H]1CN(C)C(=O)c2ccc(NC(=O)C3CCOCC3)cc2OC[C@H](C)N(CC2CC2)C[C@@H]1C
  -12	2	2	9	-1	.	-5	-10
> O=c1c2c(nc3c(-c4ccccc4)c[nH]n13)CCCC2
  0	4	.	17	.	3	.	.
> O=C(Nc1ccc(C(F)(F)F)cc1)c1ccc2ncsc2c1
  -3	-3	-71	10	-15	-14	.	-65
> Cc1ccsc1CN(C)C(=O)CN1C(=O)NC2(CCCCC2C)C1=O (configuration not stated)
  -1	-2	0	3	1	-12	6	5
> CCOC(=O)C1=C(C)NC(=S)NC1c1cc(C)sc1C (configuration not stated)
  0	-6	-10	12	-17	-7	3	-5
> Cc1onc(-c2ccccc2)c1C(=O)N1CCCSC1=Nc1ccccc1
  0&-2	13&4	-5&-125	0&-10	-8	17&-3	-2&25	5
> COc1cc2oc3cc(C#Cc4ccc(N)cc4)ccc3c(=O)c2cc1OC
  -1	-12	29	-97	.	-6	-2	.
> Cc1nc2ccc(S(=O)(=O)N3CCCCC3)cc2s1
  -1	3	-21	-2	6	-7	.	14
> COc1cc(C2Nc3cc(Cl)c(S(N)(=O)=O)cc3S(=O)(=O)N2)ccc1OCc1ccccc1 (configuration not stated)
  -3	-3	-118	.	6	.	14	.
> Cc1ccc(OCCC(=O)OCc2csc(CC(=O)Nc3ccccc3C)n2)cc1
  0	0	-2	1	7	2	.	5
> Cc1ccc2c(c1)[C@H]1[C@H](CO2)[C@H](c2ccccc2)[C@]2(C)C(=O)N(Cc3ccc(F)cc3)CC(=O)N12
  2	-2	8	7	-4	-4	-4	14
> CC(C(=O)Nc1ccncc1)(c1ccccc1)c1ccccc1
  .	.	10	.	-3	-1	.	19
> O=C(c1ccc(-c2cc(Cl)ccc2Cl)o1)N1CCOCC1
  -1	6	-33	-10	6	-1	0	-17
> CCCCNc1cnn(-c2ccccc2)c(=O)c1Cl
  .	.	-68	.	10	-9	.	-6
> O=C(COc1ccccc1)NCC1CCCO1 (configuration not stated)
  -9	0	.	6	-4	-4	-4	6
> CCn1ncc(Cl)c1C(=O)Nc1cc([N+](=O)[O-])ccc1OC
  0	.	12	3	-6	0	-5	-2
> CC(Cc1ccccc1)NC(=O)c1ccc([N+](=O)[O-])cc1 (configuration not stated)
  .	.	-97	.	11	1	.	-39
> COc1cc(CNC(=O)c2ccc3oc(C(C)C)nc3c2)cc(OC)c1
  -2	0	7	-5	-16	-16	-5	-9
> CCCOc1ccc(C(O)(CCN2CCCCC2)c2ccccc2OC)cc1 (configuration not stated)
  4	-1	13	87*	-6	-23	-6	-3
> C[C@@H]1CCCCO[C@H](CN(C)C(=O)CCC(F)(F)F)[C@@H](C)CN([C@H](C)CO)C(=O)c2cc(NC(=O)CCC(F)(F)F)ccc2O1
  1	-4	-6	.	5	-10	5	-29
> COC(=O)c1c(C)oc(C)c1S(=O)(=O)NC(c1ccccc1)c1ccccc1
  7	-1	-1	17	-40	-10	-14	6
> C[C@H]1CN([C@@H](C)CO)C(=O)c2cccc(NS(=O)(=O)c3ccc(F)cc3)c2O[C@H]1CN(C)S(=O)(=O)c1cn(C)cn1
  -2	3	-3	8	6&-1	1	-1	-2&3
> COc1cc(C(C(=O)NCc2ccccc2)N(Cc2ccco2)C(=O)c2cnccn2)cc(OC)c1OC (configuration not stated)
  .	.	11	.	-4	-6	7	-35
> Cc1cccc(NC(=O)CN2CCN(C(=O)C3CCCO3)CC2)c1C (configuration not stated)
  -1	1	-10	1	6	-1	.	-35
> CCOC(=O)C1(C)NC(c2ccccc2F)C2C(=O)N(CC)C(=O)C21 (configuration not stated)
  15	0	3	-14	-3	34	1	3
> Cc1ccc(S(=O)(=O)N2CCN(C(=O)COC(=O)CSc3ccc(C)c(C)c3)CC2)c(C)c1
  -11	4	-10	6	8	-2	.	-14
> COc1ccc2c3c(n(C)c2c1)[C@@H](CO)N(C(C)=O)CC31CN(Cc2nccs2)C1
  .	.	29	.	9	.	6	-14
> COC(=O)C1=C(C(=O)OC)[C@@H]2N(C)c3ccccc3[C@@]23C[C@@H](C(=O)OC)N(C(C)=O)C3=N1
  -1	1	-8	4	-4	1	-8	-24
> Cc1ccc(S(=O)(=O)Nc2ccc3c(c2)C(=O)N([C@@H](C)CO)C[C@H](C)[C@H](CN(C)S(=O)(=O)c2ccc(Cl)cc2)OCCCC[C@@H](C)O3)cc1
  103*	5	45	.	4	-10	-3	19
> O=C(COc1ccc([N+](=O)[O-])cc1)Nc1ccccc1C(=O)NC1CC1
  .	.	-9	-17	-1	9	.	1
> CN(C)S(=O)(=O)c1ccc(C(=O)OCC(=O)Nc2ccc3c(c2)OCO3)cc1
  1	2	-1	-1	0	5	2	12
> COCC(=O)Nc1ccc2c(c1)[C@@H]1C[C@@H](CC(=O)NCc3cc(F)ccc3F)O[C@@H](CO)[C@@H]1O2
  -22	-5	3	3	8	-5	2	14
> CC1=C2C3OC(=O)C(C)[C@@H]3CC[C@](C)(O)C2C2C3C4C5(C12)[C@H]1OC(=O)[C@@H](C)C1CC[C@]4(C)O[C@]5(C)[C@@H]3O (some centres not stated)
  .	.	3	.	-1	-6	.	-3
> Cc1ccc(S(=O)c2snnc2C)cc1 (configuration not stated)
  1	-6	-19	6	5	-5	-7	-10

Looked up above:
LGR2 inh, CC(C(=O)Nc1ccncc1)(c1ccccc1)c1ccccc1 stands at 19
LGR2 inh, C[C@@H]1CCCCO[C@H](CN(C)C(=O)CCC(F)(F)F)[C@@H](C)CN([C@H](C)CO)C(=O)c2cc(NC(=O)CCC(F)(F)F)ccc2O1 stands at -29
PglD inh, COc1cc(C2Nc3cc(Cl)c(S(N)(=O)=O)cc3S(=O)(=O)N2)ccc1OCc1ccccc1 (configuration not stated) stands at -3

Continuation:
Each structure is followed by: Cneo AK release	PglD inh	PAX8 inh HTS	C2C12 statin	INS-1E GSIS act	ARNT-TACC3 inh	PGC1a acetyl inh	LGR2 inh
> CC(C)NC(=O)Nc1ccc2c(c1)C(=O)N([C@@H](C)CO)C[C@H](C)[C@H](CN(C)CC1CCCCC1)OCCCC[C@H](C)O2
  -2	-6	9	.	26	2	-8	-16
> CCCN(C(=O)c1cc2c(s1)CCC2)c1c(N)n(Cc2ccccc2)c(=O)[nH]c1=O
  .	.	3	.	25	6	20	8
> Cc1ccc(S(=O)(=O)N[C@H](C(=O)OCC(=O)NC(=O)NCc2ccco2)C(C)C)cc1
  .	.	9	2	-15	.	-7	10
> CO[C@H]1CC[C@@H]2CCOc3c(C#N)cccc3C(=O)N(C)CC3(CCCCC3)CC(=O)N(C)C[C@H]1O2
  29	-5	-5	-4	0	-5	-11	-6
> CC(C)CN(C(=O)COC(=O)CCc1c[nH]c2ccccc12)c1c(N)n(Cc2ccccc2)c(=O)[nH]c1=O
  1	4	26	-4	-18	-12	-1	-1
> CC(C)(C)OC(=O)N1CCC(CC2CC(c3ccc(Cl)cc3)=NO2)(C(=O)NCC2CCCCC2)CC1 (configuration not stated)
  4	4	-36	-2	-16	25	.	7
> C[C@H](CO)N1C[C@H](C)[C@H](CN(C)Cc2ccccc2C(F)(F)F)OCc2ccccc2-c2c(n(C)c3ccccc23)C1=O
  .	.	40	.	-5	.	-13	22
> Cc1nc(SCc2c(F)cccc2Cl)c2c(=O)n(C)c(=O)n(C)c2n1
  1	1	-10	-14	7	-4	.	15
> CCCCn1c2nc3ccccc3nc2c2c(=N)oc(C)nc21
  -2	4	.	-3	46	0	-4	-1
> CC(C)c1ccc(N(C(=O)c2snc(C(N)=O)c2N)C(C(=O)NCC2CCCO2)c2ccc(N(C)C)cc2)cc1 (configuration not stated)
  2	-1	30	.	-1	-2	-16	15

Overlap with the part before: 2 compounds; new compounds follow.
Each structure is followed by: Cneo AK release	PglD inh	PAX8 inh HTS	C2C12 statin	INS-1E GSIS act	ARNT-TACC3 inh	PGC1a acetyl inh	LGR2 inh
> CCCCn1c2nc3ccccc3nc2c2c(=N)oc(C)nc21
  -2	4	.	-3	46	0	-4	-1
> CC(C)c1ccc(N(C(=O)c2snc(C(N)=O)c2N)C(C(=O)NCC2CCCO2)c2ccc(N(C)C)cc2)cc1 (configuration not stated)
  2	-1	30	.	-1	-2	-16	15
> COc1ccc2c(-c3ccccc3)cc3nnnn3c2c1
  3	0	.	27	6	-30	5	-14
> O=C(N/N=C/c1ccccc1OCC(=O)N1CCCC1)C(=O)Nc1ccccc1F
  -1	-4	-2	-2	9	-3	.	-26
> COc1ccc(CN(CC(=O)NCc2ccco2)C(=O)CCC(=O)Nc2ccccn2)cc1
  0	-7	.	-27	.	0	-1	.
> Cc1cc(C(F)(F)F)nc(CCNC(=O)C2CCC(=O)N(Cc3cccc(F)c3)C2)n1 (configuration not stated)
  -1	-1	6	3	22	5	.	8
> COc1cc(-c2cnc3c(NC=O)cc(-c4ccsc4)cn23)cc(OC)c1OC
  13	0	.	-96	-12	.	0	-21
> Cc1c(-c2ccccc2)[n+](=O)c(-c2ccco2)c(C)n1[O-]
  2	-2	.	2	.	-1	.	.
> O=C(COC(=O)Cc1cccs1)Nc1ccc(F)c(F)c1F
  0	1	0	3	.	43	-6	.
> O=C(OCC(=O)N1CCc2ccccc21)c1ccc[nH]c1=O
  .	.	-1	.	16	.	2	11

Source: PubChem BioAssay
